# From PubChem BioAssay
# hERG rescue: hERG rescue from dofetilide block, primary screen, cell-based, CHO-hERG, FluxOR thallium flux, dofetilide IC70 | dofetilide IC70 present | AID 1511, 2009 | activation (rescue from dofetilide block), less the hit threshold, % at 10 µM | Voltage-gated inwardly rectifying potassium channel KCNH2 (Homo sapiens), Q12809 | 310,000 compounds, 0.51% hits;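 active = activation above the mean of controls blocked by dofetilide plus 5 SD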;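 also: thallium influx through hERG after potassium depolarization seen as dye fluorescence rise; in these data hits start at about 4.7%; inactives centre near -7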
# Dyrk1A ADPGlo: rat Dyrk1A kinase inhibitors, primary screen, biochemical, single point, plate reader. AID 504441, 2011. inhibition, % at 12.5 µM. ADP-Glo luminescence, NFATc1 peptide. 310,000 compounds, 0.43% hits; in the data active = inhibition above about 50%;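 also: plate controls were vehicle with enzyme for no effect and no enzyme for full effect; many of its hits are not listed in these tables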
# KCNK3 inh: human KCNK3 channel inhibitors, primary screen, CHO cells, FluxOR thallium flux, B-score. Potassium channel subfamily K member 3 (Homo sapiens), O14649. FluxOR fluorescence; stronger effect = lower value. B-score at 10 µM. 340,000 compounds, 0.84% hits. AID 602410, 2012;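 active = B-score under library mean minus 4 SD, starting fluorescence ratio at most library mean plus 5 SD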;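 also: more negative B-score means stronger inhibition of thallium flux through KCNK3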
# Target sequence (O14649 whole entry, looked up): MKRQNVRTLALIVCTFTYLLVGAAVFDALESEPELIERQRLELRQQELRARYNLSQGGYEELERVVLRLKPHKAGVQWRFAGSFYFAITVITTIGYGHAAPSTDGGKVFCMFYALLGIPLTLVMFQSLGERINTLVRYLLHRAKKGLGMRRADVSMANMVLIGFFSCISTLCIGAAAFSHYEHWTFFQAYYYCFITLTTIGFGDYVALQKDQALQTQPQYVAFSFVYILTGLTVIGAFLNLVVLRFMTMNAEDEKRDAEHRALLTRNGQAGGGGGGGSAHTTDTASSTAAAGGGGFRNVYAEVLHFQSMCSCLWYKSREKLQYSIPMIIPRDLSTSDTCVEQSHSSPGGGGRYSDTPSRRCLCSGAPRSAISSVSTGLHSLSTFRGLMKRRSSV
# KCNK9 inh: KCNK9 potassium channel inhibitors, primary screen, HEK293 cells, thallium flux | 310,000 compounds, 1.2% hits | B-score at 10 µM | FluxOR thallium flux fluorescence; stronger effect = lower value | Potassium channel subfamily K member 9 (Homo sapiens), Q9NPC2;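 active = ratio B-score over 3 SD below the library mean, with starting fluorescence within 5 SD of its mean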;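 also: negative B-score means less thallium flux so channel inhibition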
# GSK3A inh: blockers of GSK3A enzyme activity – biochemical, luminescence, cell-free homogeneous, HTS, primary screen. Glycogen synthase kinase-3 alpha (Homo sapiens), P49840. GSK-3 alpha kinase, ADP-Glo luminescence, 60 min. inhibition, % at 10 µM. 320,000 compounds, 0.1% hits. AID 2650, 2010;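 in the data active = inhibition above about 50%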;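 also: GST-tagged GSK-3 alpha with peptide substrate and 25 µM ATP; 0% = DMSO neutral wells and 100% = GW8510 positive control wells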
# Target sequence (P49840 whole entry, looked up): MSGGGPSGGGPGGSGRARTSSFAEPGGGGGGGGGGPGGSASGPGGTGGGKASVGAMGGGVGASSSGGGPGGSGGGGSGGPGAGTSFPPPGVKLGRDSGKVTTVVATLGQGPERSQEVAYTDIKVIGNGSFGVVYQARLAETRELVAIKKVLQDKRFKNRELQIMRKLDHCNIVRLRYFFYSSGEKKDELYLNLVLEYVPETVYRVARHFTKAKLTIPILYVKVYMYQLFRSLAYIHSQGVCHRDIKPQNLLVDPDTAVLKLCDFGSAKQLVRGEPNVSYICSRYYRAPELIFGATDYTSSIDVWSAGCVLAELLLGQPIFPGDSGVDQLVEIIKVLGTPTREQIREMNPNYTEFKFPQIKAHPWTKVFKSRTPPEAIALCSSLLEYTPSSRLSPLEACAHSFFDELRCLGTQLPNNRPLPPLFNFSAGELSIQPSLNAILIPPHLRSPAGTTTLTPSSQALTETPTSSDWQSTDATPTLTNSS
# GSK3B inh: human GSK3beta kinase inhibitors, primary screen, biochemical, cell-free homogeneous, HTS. Glycogen synthase kinase-3 beta (Homo sapiens), P49841. GST-GSK3beta kinase, ADP-Glo luminescence, 60 min; stronger effect = lower value. activity score (negative = inhibition), % at 10 µM. 300,000 compounds, 0.038% hits;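 active = more than half of replicate wells score below -50%, meaning over 50% inhibition versus plate controls; inconclusive = some replicates but at most half score below -50%; inactive = no replicate scores below -50%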;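 also: 0% = median DMSO wells and -100% = median GW8510 positive control wells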
#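 Assay system: GST-tagged human GSK3beta kinase, cell-free; Input: 1.6 ng GSK3beta; Medium: Tris/MgCl2 kinase buffer; Timing: 60 min enzyme reaction, room temperature; Signal: ADP-Glo luminescence quantifying ADP generated by kinase; Evaluation: score relative to plate controls; Benchmarks: DMSO neutral wells and GW8510 at 20 µM as positive.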
# HDAC3 inhib: HDAC3 deacetylase inhibitors, primary screen, biochemical, fluorescence, cell-free homogeneous. Histone deacetylase 3 (Homo sapiens), O15379. AID 2718, 2010. 320,000 compounds, 0.15% hits. inhibition, % at 8.3 µM. recombinant HDAC3, fluorogenic peptide/trypsin coupled; in the data active = inhibition above about 26%, passing the limit was not always enough; inconclusive = no clear call, values can overlap the other calls
# KCNQ1 act: potentiators or activators of KCNQ1 channel, primary screen, cell-based, thallium flux, high-throughput | CHO-K1 KCNQ1, thallium flux FluxOR fluorescence; stronger effect = higher value | Potassium voltage-gated channel subfamily KQT member 1 (Homo sapiens), P51787 | B-score at 10 µM | 310,000 compounds, 0.35% hits;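 active = fluorescence ratio B-score, a plate-corrected score, at least three library SD, with initial intensity B-score within 5 SD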
#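 Assay system: CHO-K1 cells stably expressing KCNQ1. Medium: assay buffer for compound exposure, DMSO matched across wells. Timing: 37 °C overnight plating, 90-min dark dye load, 20-min compound pretreatment. Signal: kinetic FluxOR fluorescence, 10 s baseline plus 110 s post-stimulus.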
# KCNQ1 block: inhibitors of human KCNQ1 channel, primary screen, cell-based, thallium flux, high-throughput | B-score at 10 µM | 310,000 compounds, 1.3% hits | Potassium voltage-gated channel subfamily KQT member 1 (Homo sapiens), P51787 | CHO-K1 KCNQ1, FluxOR thallium flux fluorescence; stronger effect = higher value;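 active = compounds whose thallium flux B-score, printed positive for inhibition, exceeds three library SD while starting fluorescence stays within three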;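 also: channel opened by potassium depolarization with thallium stimulus after 20 min compound exposure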
# RGS4 act: RGS4 potentiators or activators, primary screen, cell-based, HEK293 M3R inducible RGS4, calcium flux; 310,000 compounds, 0.92% hits; B-score at 10 µM; carbachol calcium flux Fluo4; stronger effect = lower value; AID 463111, 2010;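 active = B-score of the integrated calcium signal more than 4 SD below the library mean, with starting fluorescence not abnormally high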;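 also: negative B-score means reduced calcium response which marks RGS4 activation or potentiation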
#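 Material: Inducible-RGS4 HEK293 cells carrying M3 receptor; also added: carbachol at ECmax as muscarinic agonist stimulus; incubation: compound preincubation 20 min at room temperature before agonist; signal: Fluo4-AM (2 µM) calcium-flux fluorescence, kinetic read; measure: integrated calcium ratio converted to B score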
# PolyA inhibitor: polyadenylation inhibitors in yeast reporter cells, primary screen, luminescence, S. cerevisiae; 300,000 compounds, 0.02% hits; AID 1875, 2009; calls only at 12 µM; S. cerevisiae SKY197-pL101 polyadenylation reporter, beta-gal luminescence; efflux-impaired pdr1/pdr3 knockout yeast; score 100 = 6 SD above DMSO;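 active = lowest replicate activity score at least 50, where 100 means six control SD above control mean; inconclusive = lowest score under 50 but half or more replicates reach 50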;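 also: yeast exposed to compound for 9 h at 30 °C; higher score means more reporter readthrough which indicates perturbed polyadenylation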
# An asterisk follows results filed as active; i = inactive; ? = inconclusive; / = no result given. This is a subset (hit frequency here may not be typical).
# Below each SMILES – HDAC3 inhib, GSK3A inh, PolyA inhibitor, KCNK9 inh, KCNQ1 block, GSK3B inh, RGS4 act, KCNQ1 act, hERG rescue, KCNK3 inh, Dyrk1A ADPGlo
COc1cc2c(cc1NC(=O)Nc1ccccc1)oc1ccccc12
→ -9, -4, i, i, i, 2, i, i, -1, i, -1
O=C(c1ccc(Cl)cc1)C(CN1CCCCC1)c1ccccc1 (stereo unspecified)
→ -5, -2, i, i, i, 2, -8.3*, i, -4, i, -2
Cc1ccc(C(=O)N2CC(C)SC2=Nc2cccc(S(=O)(=O)N(C)C)c2)cc1 (stereo unspecified)
→ -2, -2, i, i, i, 2, i, i, -10, i, 5
COc1ccc(NC(=O)CN(C)C(=O)C(C)Oc2ccc(Br)cc2)cc1 (stereo unspecified)
→ 2, -2, i, i, i, -1, i, i, -13, i, -2
CCOc1ccc(S(=O)(=O)N2CCCC2)cc1
→ -2, 3, i, i, i, 0, i, i, -8, i, 5
Cc1[nH]nc(-c2ccc(O)c(C)c2O)c1-c1cnn(-c2ccccc2)c1
→ 5, 1, i, i, i, 3, i, i, -19, i, 12
NC1=NC(=Nc2cccc(S(N)(=O)=O)c2)c2ccccc21
→ /, 2, i, i, i, 2, i, i, -12, i, -5
COc1ccc(OCCC(=O)NC2CCCCC2)cc1
→ -2, -2, i, i, i, -2, i, i, -2, i, -3
CCN1C(=O)c2ccc(C(=O)NCc3ccco3)cc2C1=O
→ -7, 0, /, i, i, -3, i, i, -5, i, -1
Cc1ccc(Nc2c(-c3ccccn3)nc3ccc(C)cn23)cc1
→ 1, -2, i, i, i, 1, i, i, -21, i, 5
COc1ccc(CCNC(=O)CN2C(=O)COc3ccc(S(=O)(=O)N4CCCC4)cc32)c(OC)c1
→ 0, 0, i, i, i, 0, i, i, -7, i, /
CC(O)c1nc2ccccc2n1Cc1ccc([N+](=O)[O-])cc1 (stereo unspecified)
→ -5, -5, i, i, i, 2, i, i, -7, i, 1
COc1cc(Br)cc(CN2CCN(c3ncccn3)CC2)c1O
→ 0, -5, i, i, i, 2, i, i, -7, i, 4
O=[N+]([O-])c1ccc(CN2CCN(c3ccc([N+](=O)[O-])cc3)CC2)cc1
→ 10, -1, i, i, i, 0, i, i, -6, i, -2
Cc1ccc(S(=O)(=O)N2CCOC2CNC(=O)C(=O)NCCc2c[nH]c3ccccc23)cc1 (stereo unspecified)
→ 0, /, i, i, i, 2, i, i, -4, i, 30
CS(=O)(=O)Nc1ccc(C(=O)NCc2cccnc2)cc1
→ 4, 0, i, i, i, 3, i, i, -1, i, 10
Fc1ccccc1NC(=S)N1CCC(c2ccccc2)C1 (stereo unspecified)
→ -4, -1, i, i, i, 4, i, i, -8, i, -1
COc1ccc(CC(=O)N/N=C(\C)c2cccc(NC(=O)C3CC3)c2)cc1
→ /, /, i, i, i, 1, i, i, -6, i, 3
O=C(NCC1CCCO1)/C(=C/c1ccccc1)NC(=O)c1ccccc1 (stereo unspecified)
→ 4, 0, i, i, i, -2, i, i, -14, i, -2
CCCOc1ccc(N2C(=O)CC(SCc3nc4ccccc4[nH]3)C2=O)cc1 (stereo unspecified)
→ 3, 4, i, i, i, -6, i, i, -8, i, 5
COc1ccc2c(CC#N)c[nH]c2c1
→ 2, 1, i, i, i, 0, i, i, -2, i, 12
O=C(/N=C1/c2ccccc2CN1c1ccccc1)Nc1ccccc1
→ 0, -1, i, i, i, 0, i, i, -4, i, 3
O=C(CN1CCN(c2nc(-c3ccccc3)cs2)CC1)NNC(=O)c1ccco1
→ -4, 0, i, i, i, 2, i, i, -3, i, /
Cc1cccc(N2CCN(C(=O)CCS(=O)(=O)c3ccc4c(c3)oc(=O)n4C)CC2)c1C
→ -9, 10, i, i, i, 2, i, i, -8, i, 1
CCC/C(=N\NC(=O)CNC(=O)/C=C/c1ccco1)c1ccccc1
→ -1, 2, i, i, i, 1, i, i, -4, i, -2
CCN(CC)Cc1c[nH]c2c(C(=O)OC)cccc12
→ /, /, i, i, i, 2, i, i, -6, i, 5
COc1ccc(CCNC(=O)Cc2cccs2)cc1OC
→ 0, -1, i, i, i, 5, i, i, -7, i, -3
C=CCOC(=O)C1=C(C)NC(=O)NC1/C=C/c1ccccc1OC (stereo unspecified)
→ -1, 0, i, i, i, 1, i, i, -7, i, 4
O=[N+]([O-])c1ncn(C23CC4CC(CC(C4)C2)C3)n1
→ 2, 1, i, i, i, 0, i, i, -9, i, /
Cc1cccc(C)c1NC(=S)N/N=C/c1c(Cl)cccc1Cl
→ -10, 2, i, i, i, -2, i, i, 0, i, 0
CC1(C)CC(=O)C(=Cc2cn(CCC#N)nc2-c2ccc(Cl)cc2)C(=O)C1
→ 1, 2, i, i, i, 0, i, i, -6, i, 2
O=C(O)c1cccnc1-c1ncccc1C(=O)O
→ 3, -1, i, i, i, -6, i, i, -6, i, 0
Cc1nn(C)c(C)c1NC(=O)c1ccc(Cl)cc1
→ -1, -2, i, i, i, -4, i, i, -5, i, 0
COc1ccc(CCNC(=O)c2nnn(-c3cccc(C)c3)c2N)cc1OC
→ 2, 3, i, i, i, 1, i, i, -28, i, 2
CC1CC(C)CN(C(=O)c2ccc3c(c2NCCO)C(=O)c2ccccc2C3=O)C1 (stereo unspecified)
→ 8, -1, i, i, i, -4, i, i, -15, i, 17
COc1ccc(NC(=O)c2ccccc2CC[N+](=O)[O-])cc1
→ 5, 1, i, i, i, 5, i, i, -4, i, -1
Cc1c(NC(=O)c2nn3c(C(F)(F)F)cc(-c4ccccc4)nc3c2Br)c(=O)n(-c2ccccc2)n1C
→ 0, -2, i, i, i, 0, i, i, -5, i, -3
Cc1cc(C)c2nc(C(F)(F)F)nc(N3CC(C)OC(C)C3)c2c1 (stereo unspecified)
→ -3, -2, i, i, i, -1, i, i, -12, i, -4
O=S(=O)(NCc1ccccc1)c1ccc(S(=O)(=O)N(Cc2cccs2)CC2CCCO2)cc1 (stereo unspecified)
→ -6, -2, i, i, i, -2, i, i, -7, i, -1
Cc1cc(C(=O)N/N=C/c2cccc([N+](=O)[O-])c2)c(C)n1-c1ccccc1
→ -8, -2, i, i, i, 2, i, i, -3, i, -2
OCCNc1nnc(-c2ccccc2)c(-c2ccccc2)n1
→ 1, -3, i, i, i, -2, i, i, -2, i, -8
CC(=O)N1CCCC1(C(=O)O)c1ccccc1 (stereo unspecified)
→ -1, -3, /, i, i, -2, i, i, -4, i, 8
COc1cc(C(=O)NCc2ccc(-n3cccc3)cc2)cc(OC)c1OC
→ -3, 0, i, i, i, -4, i, i, -11, i, -2
COc1ccc(/C=N/Nc2nc(=O)[nH]nc2C)cc1OC
→ ?, 0, i, i, i, 2, i, i, -8, i, -8
Cc1c(CC(=O)NCCC(C)C)c(=O)oc2cc3c(cc12)CCC(C)(C)O3
→ -8, -2, i, i, i, -3, i, i, 0, i, -2
O=C(Nc1ccccc1N1CCN(c2ccc(F)cc2)CC1)c1ccccc1
→ 8, 0, i, -10*, i, 1, i, i, -4, -14*, 0
O=c1cc(O)nc(SC23CC4CC(CC(C4)C2)C3)[nH]1
→ -1, -1, i, i, i, 2, i, i, -9, i, 0
COc1ccccc1NC(=O)CSc1nncn1-c1ccccc1
→ 0, 1, i, i, i, 0, i, i, -5, i, /
O=C(Nc1cc(S(=O)(=O)N2CCOCC2)ccc1N1CCOCC1)c1cccc(S(=O)(=O)N2CCCCC2)c1
→ 7, -2, i, i, i, 0, i, i, -12, i, -8
CC(=O)c1cccc(S(=O)(=O)NCCC(=O)O)c1
→ 0, -1, i, i, i, -2, i, i, -13, i, -4
CC(Sc1ccccc1)C(=O)N/N=C/c1ccccc1 (stereo unspecified)
→ 5, -2, i, i, i, 1, i, i, -4, i, -2
Cc1cc(NC(=O)COc2ccc(N(C)S(=O)(=O)c3ccccc3)cc2)no1
→ 7, 6, i, i, i, -3, i, i, -1, i, -6
CCCCc1nc2cc(C(=O)N3CCCCC3CCNC(C)=O)ccc2o1 (stereo unspecified)
→ -4, 1, i, i, i, /, i, i, -8, i, 1
O=C(Nc1ccncc1Cl)c1ccncc1
→ -4, 1, i, i, i, -6, i, i, -13, i, 2
C=CCn1c(=NC(=O)c2cccs2)sc2cc(NC(C)=O)ccc21
→ -2, -2, i, i, i, -1, i, i, -2, i, 7
NC(=O)C1CC(O)CN1c1nc(CN2CCOCC2)nc2scc(-c3ccccc3)c12 (stereo unspecified)
→ 1, 0, i, i, i, 0, i, i, -9, i, -2
O=C1C2CC=CCC2C(=O)N1Nc1ccccc1 (stereo unspecified)
→ -2, -1, i, i, i, 0, i, i, -7, i, 5
COc1ccccc1NC1=CC(=O)CC(c2ccccc2)C1 (stereo unspecified)
→ 3, 3, i, i, i, -2, i, i, -6, i, -1
Cc1ccc(C(=O)OCC(=O)Nc2ccccc2N2CCOCC2)cc1
→ 11, 1, i, i, i, -1, i, i, -6, i, 14
COc1cc(C(=O)Nc2ccc(OCC(=O)O)cc2)cc(OC)c1OC
→ 7, -6, i, i, i, -3, i, i, -9, i, 5
COc1ccc(C(CNC(=O)c2cccc(S(=O)(=O)Nc3ccccc3OC)c2)N2CCOCC2)cc1 (stereo unspecified)
→ 2, -4, i, i, i, 1, i, i, -15, i, 16
COc1ccc(-n2nc(C(=O)NCC(=O)NC(C)C)c3ccccc3c2=O)c(OC)c1
→ 0, -2, i, i, i, -1, i, i, -6, i, 6
